IL2 activator – qHTS of IL-2 Activators; AID 652025, 2013; IL-2 activation reporter assay, cell-based qHTS; stimulated with anti-CD3/CD4/CD28 beads; in transgenic mouse T cells; activation, % (series mostly up to about 46 µM); 360,000 compounds, 0.065% hits; in the data active = activation above about 50%; inconclusive = mostly about 30% to 49%; note: 0% is about no effect
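Unstimulated transgenic mouse T cells; 60-min compound exposure; bead-based TCR/CD4/CD28 stimulation; 18 h culture, 37 degrees C; dual fluorescence (EGFP, DsRed) plate cytometry.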
PI5P4K alpha inh – qHTS for Inhibitors of phosphatidylinositol 5-phosphate 4-kinase (PI5P4K); PI5P4Kalpha enzyme, ADP-Glo luminescence, 60 min; stronger effect = lower value; max response, %; 330,000 compounds, 1.2% hits; AID 652105, 2013; active = max response of -50% or lower; inconclusive = between -30% and -50%; inactive = -30% or higher; note: value at the top dose of about 77 µM; % is set by controls: 0 for no effect and ±100 for the full control effect
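Quantitative HTS of the MLSMR library against PI5P4Kalpha with substrate. ATP added last at 5 microM final; room temperature, 60 minutes. Remaining ATP depleted, ADP converted and read as luminescence.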
EPAC1 antag – qHTS for Antagonist of cAMP-regulated guanine nucleotide exchange factor 3 (EPAC1): primary screen. EPAC1 GEF assay, Rap1b-BODIPY-GDP exchange fluorescence. Potency, µM (top dose mostly 115 µM), for the others: top-dose activity change, negative = inhibition, hits mostly inhibitors. 360,000 compounds, 0.14% hits. Rap guanine nucleotide exchange factor 3 (Homo sapiens), O95398. AID 720709, 2013;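 note: potency is the fitted concentration of half-maximal effect; plate controls were vehicle for no effect and positive control for full effect; nearly all actives have a fitted effect of over 50% in size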
Target sequence (O95398 whole entry, looked up): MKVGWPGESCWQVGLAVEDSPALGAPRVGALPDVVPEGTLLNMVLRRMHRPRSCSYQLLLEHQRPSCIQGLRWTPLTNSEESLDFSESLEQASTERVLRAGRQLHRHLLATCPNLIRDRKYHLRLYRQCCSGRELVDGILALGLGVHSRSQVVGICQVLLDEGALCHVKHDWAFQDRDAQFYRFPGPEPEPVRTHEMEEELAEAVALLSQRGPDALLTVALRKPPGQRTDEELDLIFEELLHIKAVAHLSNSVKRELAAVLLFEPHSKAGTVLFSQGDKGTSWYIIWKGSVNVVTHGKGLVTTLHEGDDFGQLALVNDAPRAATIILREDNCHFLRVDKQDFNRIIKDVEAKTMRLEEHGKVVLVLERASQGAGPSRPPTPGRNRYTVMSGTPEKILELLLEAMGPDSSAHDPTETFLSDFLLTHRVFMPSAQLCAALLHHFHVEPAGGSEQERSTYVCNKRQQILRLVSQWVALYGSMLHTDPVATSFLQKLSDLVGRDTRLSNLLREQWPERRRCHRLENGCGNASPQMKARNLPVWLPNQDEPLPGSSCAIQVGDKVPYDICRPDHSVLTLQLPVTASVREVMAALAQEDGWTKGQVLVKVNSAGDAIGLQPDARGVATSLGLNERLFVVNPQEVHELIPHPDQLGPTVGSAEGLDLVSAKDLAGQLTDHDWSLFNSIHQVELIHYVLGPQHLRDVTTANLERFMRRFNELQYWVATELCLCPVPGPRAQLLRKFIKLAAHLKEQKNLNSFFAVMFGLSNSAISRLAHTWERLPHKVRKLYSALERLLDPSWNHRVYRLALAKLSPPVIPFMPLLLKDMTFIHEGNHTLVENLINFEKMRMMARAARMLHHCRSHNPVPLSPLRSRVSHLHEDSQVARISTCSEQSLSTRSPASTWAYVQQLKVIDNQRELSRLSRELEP
EPAC1 ag – qHTS for Agonist of cAMP-regulated guanine nucleotide exchange factor 3 (EPAC1): primary screen | Rap guanine nucleotide exchange factor 3 (Homo sapiens), O95398 | EPAC1 agonist qHTS, biochemical assay; response scale: 100% = response to 6.5 mM cAMP | Potency, µM (doses to about 154 µM), for inactives: top-dose activation, hits mostly activators | 360,000 compounds, 0.073% hits; note: potency is the fitted concentration of half-maximal effect; nearly all actives have a fitted effect of over 60% in size
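Fluorescent GDP-exchange assay: 100 nM EPAC1 with 250 nM Rap1B preloaded with BODIPY-GDP and 50 uM GDP; compounds tested as concentration series, 5 min at room temperature, then read every 5 min for 30 min (ex 480/em 540 nm); normalized to 6.5 mM cAMP.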
EPAC2 agonist – qHTS for Agonist of cAMP-regulated guanine nucleotide exchange factor 4 (EPAC2): primary screen | Potency, µM (series often up to 154 µM), for the others: top-dose activation, most hits filed as activators | Rap guanine nucleotide exchange factor 4 (Homo sapiens), Q8WZA2 | 360,000 compounds, 0.079% hits | EPAC2 activation, biochemical qHTS; response scale: 100% = 6.5 mM cAMP response; note: potency is the fitted concentration of half-maximal effect; nearly all actives have a fitted effect of over 50% in size
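Each well held 100 nM EPAC2, 250 nM RAP1B-BODIPY-GDP and 50 uM GDP. Fluorescence, read at 5-min intervals to 30 min, was referenced to a 6.5 mM cAMP positive control.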
CCT chaperon mod – High-Throughput Screening for Modulators of Cytosolic Chaperonin Activity; purified chaperonin ATPase assay, HTRF ADP detection, 30 min; activity change, % (test concentration not listed), hits read low; 360,000 compounds, 0.3% hits; AID 651819, 2012; in the data active = activity change below about -30%; note: % is set by controls: 0 for no effect and ±100 for the full control effect
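TRiC at 40 or 20 nM final (batch-dependent) in 30 mM Tris pH 7.4, 100 mM KCl, 5 mM MgCl2, 1 mM DTT, with compound at single 76 uM and 10 uM ATP, 30 min at 37 deg C. ADP detected by HTRF Transcreener, 665/615 ratio.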
WRN helicase inh – qHTS for Inhibitors of WRN Helicase; Potency, µM (top dose mostly 114 µM), for inactives: at the highest dose activity change, negative = inhibition, hits mostly inhibitors; Bifunctional 3'-5' exonuclease/ATP-dependent helicase WRN (Homo sapiens), Q14191; AID 651768, 2012; WRN helicase unwinding, fluorescent forked duplex, kinetic; 360,000 compounds, 0.46% hits; note: potency is the fitted concentration of half-maximal effect; % is set by controls: 0 for no effect and ±100 for the full control effect; nearly all actives have a fitted effect of over 55% in size
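Kinetic red-fluorescence monitoring (525/598 nm) tracks WRN helicase activity after 100 nM fluorophore-quencher forked duplex and 2 mM ATP are added to 20 nM enzyme pretreated 15 min at room temperature with compound.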
PLK1 PBD inh – qHTS for Inhibitors of PLK1-PDB (polo-like kinase 1 - polo-box domain): Primary Screen | Serine/threonine-protein kinase PLK1 (Homo sapiens), P53350 | Plk1 PBD binding of FITC phosphopeptide, fluorescence polarization | Potency, µM, for inactives: max response, negative = inhibition, usual class: inhibitors | 360,000 compounds, 2.8% hits; note: potency is the fitted concentration of half-maximal effect; series mostly up to about 57 µM; % is set by controls: 0 for no effect and ±100 for the full control effect; nearly all actives have a fitted effect of over 65% in size
Starred values were filed as active, the others as inactive; ? = inconclusive; · = not tested or not shown; & = joins results of further samples; [ ] = dose if it differs, or a comment. Unless noted, calls come from the whole dose curve; as a rule, active = well fitted curve in the direction sought with a large enough effect; inconclusive = small, poorly fitted or top-dose-only effect, or another doubt; inactive = no such curve, though single readings can be large; an effect the other way counts as inactive or inconclusive. Not all compounds are listed (hit frequency here may not be typical).

The line under a structure holds: PLK1 PBD inh, PI5P4K alpha inh, CCT chaperon mod, EPAC2 agonist, IL2 activator, EPAC1 ag, WRN helicase inh, EPAC1 antag
1: Cc1ccc(O)c(-c2cc(C(=O)Nc3ccc(S(=O)(=O)N4CC(C)OC(C)C4)cc3)[nH]n2)c1 (stereo not given)
    -3%, ·, -0.8, 0%, -0.8, 16%, -6%, -22%
2: Cc1c(C=Nc2ccc(S(=O)(=O)N(C)C)cc2)c(O)[nH]c(=O)c1C#N
    0%, -90*, -1.5, 1%, -0.2, 10%, -32%, 7%
3: COc1ccccc1CCNC(C)CCc1ccc(O)cc1 (stereo not given)
    1%, 2, 0.4, 7%, 0.4, 9%, -5%, 11%
4: CCCCn1c(CNC(=O)C(C)(C)C)nc2ccccc21
    -6%, 1, 0.7, 5%, -1.4, -8%, 2%, 7%
5: O=[N+]([O-])c1ccc(O)c(/C=N\N=C2c3ccccc3-c3ccccc32)c1
    -20%, 17, -1.2, 6%, -0.4, 8%, 5%, -14%
6: Clc1ccc(Nc2nc(NCCN3CCOCC3)nc(N3CCOCC3)n2)cc1
    0%, 0, -1.5, 7%, 0.1, 2%, -1%, -19%
7: CCOc1ccc(C(=O)Nc2c3c(nn2-c2ccc(C)cc2)CS(=O)C3)cc1OCC (stereo not given)
    -4%, 2, -1.2, -1%, -2.0, 0%, 3%, -3%
8: O=C(CNC(=O)c1ccccc1)OCc1cccc(Br)c1
    -11%, -8, -0.4, 7%, -0.3, 4%, 3%, -12%
9: CCOC(=O)C1CCCN(Cc2ccc(OCC)cc2)C1 (stereo not given)
    -3%, ·, -6.1, 9%, -1.9, 5%, 4%, 2%
10: O=C1C=CC(=O)N1Cc1ccccn1
    -6%, -4, -2.3, 1%, -0.6, -10%, 10%, -5%
11: Cc1ccc2nc3n(c(=O)c2c1)-c1ncccc1C(=O)NC3Cc1ccccc1 (stereo not given)
    -16%, 0, -8.7, -3%, -3.7, -21%, 2%, -28%
12: COCCn1c(N)c(C(=O)NCc2cccs2)c2nc3ccccc3nc21
    -8%, ·, -2.3, 27%, 1.0, ?, -1%, -13%
13: COc1ccc(C(=O)N/N=C\c2ccoc2)cc1
    1%, -26, 0.0, 2%, 2.3, -8%, 0%[11.6 µM], 1%
14: CCCOc1cc2c(C#N)c(N3CCCC3)nc(N)c2c(N)n1
    -5%, -12, -6.6, 21%, -0.7, -5%, -14%[57.1 µM], -22%
15: NC(=O)Cn1cnc(-c2ccccc2)c1
    -2%, -2, -5.3, 2%, 3.8, 6%, -9%, -7%
16: O=C(NCC(c1ccc(F)cc1)N1CCOCC1)c1ccc(-c2ccccc2)cc1 (stereo not given)
    -13%, -3, -0.7, 10%, 0.0, 1%, 8%, 15%
17: COc1cc(C2(c3ccc(O)c(OC)c3)C(=O)Nc3c(Br)cc(Br)cc32)ccc1O
    -5%, -4, 0.5, 14%, 1.8, 13%, -1%, -25%
18: Cc1ccc(NC(=O)CCn2c(=O)[nH]c3ccsc3c2=O)cc1F
    -2%, -2, 0.4, 3%, 0.6, -2%, 2%, 9%
19: Nc1cccc2c1C(=O)N(C(=O)c1cccc(S(=O)(=O)N3CCCC3)c1)C2=O
    4.2µM*, -22, -0.7, 1%, -0.1, 5%, -6%, -12%
20: COc1ccc(-n2cc(-c3ccccc3)c3c(N4CCN(CCO)CC4)ncnc32)cc1
    -13%, ·, -1.0, 4%, -1.8, -5%, -9%, 7%
21: COc1ccc(C(=O)N2C=Cc3ccccc3C2C(N)=O)cc1 (stereo not given)
    -4%, 4, -0.6, 6%, -2.5, 5%, 2%, 1%
22: OC[C@H]1O[C@@H](n2cnc3c(NC4CCCC4)ncnc32)[C@H](O)[C@@H]1O
    -4%, 7, -0.3, 8%, -0.2, -11%, 2%, 5%
23: CN(C)CCC(c1ccc(Br)cc1)c1ccccn1 (stereo not given)
    5%&-10%&-8%, 0&-4&4, 1.0&-2.6&-2.0, -2%&18%&-1%, -0.2&-0.6&0.5, -7%&-4%&-17%, -12%&1%, 14%&8%&-5%
24: CC1=CC(C)C(=O)N(CCN2CCOCC2)C(C)=C1 (stereo not given)
    2%, 0, 0.5, -1%, -0.3, -1%, 4%, 12%
25: Nc1nnc(SCc2ccccc2)n1-c1ccccc1
    -9%, 0, -0.7, 2%, -1.3, 1%, 2%, 13%
26: COc1ccc(CCNC(=O)c2ccc([N+](=O)[O-])cc2)cc1
    -17%, 4, 0.9, 10%, 0.3, 5%, 11%, -6%
27: CCOC(=O)[C@]12CCCC=C1N(Cc1ccc3c(c1)OCO3)C(=O)[C@H](CC(=O)NCCCN1CCCC1=O)C2
    -9%, 6, 0.5, 1%, 0.1, 9%, -3%, -24%
28: Cc1ccc(S(=O)(=O)N(CCO)c2cc3c(s2)CCCC3)cc1
    -12%, -13, 2.0, -2%, -0.2, 2%, 4%, -3%
29: FC(F)(F)c1ccccc1CN1CCN(C2CCCCCC2)CC1
    -11%, -7, 2.2, 0%, 0.8, -6%, 8%, 34%[activator]
30: CCC(C)NC(=O)C(=O)NCc1ccccn1 (stereo not given)
    -18%, 2, 0.6, 10%, -1.2, 11%, 3%, -1%
31: O=c1[nH][nH]c(=O)n1-c1ccccc1
    4%, 2, -1.3, 5%, 3.6, -5%, -6%[57.1 µM], -12%
32: CCOC(=O)c1ccc(N/C=C/C(=O)C(C)(C)C)cc1
    -9%, 1, 3.6, -5%, -1.3, -17%, -6%, -5%
33: COc1ccc(NC(=S)N(CCCN2CCCC2)Cc2cccn2Cc2ccc(Cl)cc2)cc1Cl
    -4%, 1, 0.8, 12%, -1.0, -5%, -4%, -5%
34: Cc1ccnc2nc(C(=O)Nc3ccc4c(c3)OCO4)nn12
    -9%, ·, -2.8, 8%, -2.0, 5%, -6%, 12%
35: COc1ccc(NS(=O)(=O)c2ccc(NC(=O)c3ccccc3)cc2)nn1
    15µM*, -14, -0.8, 17%, 0.3, 9%, 11%[57.1 µM], 0%
36: O=C(COC(=O)COc1ccccc1F)NCCc1ccc(F)cc1
    4%, -1, 0.0, -5%, -0.2, -8%, -9%, 2%
37: COC(=O)[C@@]12C[C@@H](CC(=O)NCc3cccc(C(F)(F)F)c3)C(=O)N(Cc3ccco3)C1=CCC(C)(C)C2
    -2%, -1, ·, -7%, -0.8, -26%, -8%, -21%
38: CC(C)NC(=O)COC(=O)c1cc(Br)ccc1Cl
    -7%, 4, -1.5, -7%, -0.1, -1%, 5%, -4%
39: Cc1cc(C)n(-c2ccc(C(=O)NCC(c3ccco3)N3CCCC3)cc2)n1 (stereo not given)
    1%, 4, 1.0, -1%, 1.0, -6%, -2%, 11%
40: Cc1ccc(CCNC(=O)C2CCCN(c3ncnc4c3nc3n4CCCCC3)C2)cc1 (stereo not given)
    -13%, 0, -1.8, -7%, -1.4, 3%, 6%, -8%
41: O=C(C(O)c1ccccc1)N1CCN(S(=O)(=O)c2ccc(C(F)(F)F)cc2)CC1 (stereo not given)
    -9%, -2, ·, 3%, 0.0, 1%, -5%, -22%
42: COc1ccc(NC(=O)C2Cc3c(-c4cccc(NC(C)=O)c4)ccnc3O2)cn1 (stereo not given)
    -3%, -8, 0.3, 4%, -0.6, -16%, 2%[57.1 µM], 10%
43: Cc1ccc(-n2c(SCCN)nnc2-c2cccc(C)c2)cc1
    -21%, -7, -3.5, 0%, -0.2, 10%, 4%, -22%
44: C=CCc1ccccc1Oc1cc(OC)nc(N)n1
    -4%, 0, 1.4, -1%, -0.7, ?, -8%, -4%
45: O=C(CN1C(=O)C2CC=CCC2C1=O)NCC1COc2ccccc2O1 (stereo not given)
    -5%, 5, -0.3, 6%, 0.2, -6%, 0%, -7%
46: C/C(=N\NC(=O)c1c(Br)cnn1C)c1ccc(NC(=O)c2ccc(F)cc2)cc1
    -11%, -8, 1.6, -1%, -2.8, 3%, 4%, 16%
47: COc1ccc(NC(=O)C2CCN(S(=O)(=O)c3ccc(C)cc3)CC2)cc1OC
    -7%, ·, -2.2, 1%, -0.7, 3%, 0%, 8%
48: Cc1ccc(S(=O)(=O)N(C)c2ccc(OCC(=O)OCc3nnc(-c4ccccc4)o3)cc2)cc1
    -10%, 1, 0.5, 16%, 0.3, 3%, -5%, -22%
49: Cc1noc(C)c1C(=O)OCC(=O)Nc1ccc(N2CCOCC2)cc1
    -12%, 5, -0.8, 5%, 0.2, 3%, 7%, -8%
50: CC12/C(=N/O)C3C4CC5C3/C(=N/O)C1C5C42 (stereo not given)
    -9%, ·, -1.5, 12%, -1.7, 7%, -7%, -4%
51: Cc1c(C)n2c(SCC(=O)NCc3ccc4c(c3)OCO4)nnc2[nH]c1=O
    -1%, -1, -1.8, 0%, -5.4, 5%, -13%, 8%
52: O=C(COc1cccc2ccccc12)NNC(=O)c1cnccn1
    0%, 0, 0.7, -2%, -2.2, -2%, 7%, 7%
53: Cc1noc(C)c1COC(=O)CNC(=O)c1ccc(Cl)cc1
    0%, 1, -0.2, -7%, -0.6, -9%, 0%, -7%

Retrieved by compound from above (two):
The line under a structure holds: PLK1 PBD inh, PI5P4K alpha inh, CCT chaperon mod, EPAC2 agonist, IL2 activator, EPAC1 ag, WRN helicase inh, EPAC1 antag
39: Cc1cc(C)n(-c2ccc(C(=O)NCC(c3ccco3)N3CCCC3)cc2)n1 (stereo not given)
    1%, 4, 1.0, -1%, 1.0, -6%, -2%, 11%
41: O=C(C(O)c1ccccc1)N1CCN(S(=O)(=O)c2ccc(C(F)(F)F)cc2)CC1 (stereo not given)
    -9%, -2, ·, 3%, 0.0, 1%, -5%, -22%
